# High-throughput results as filed in PubChem.
# NR5A2 inv ag: NR5A2 inverse agonism in reporter assay; HEK293T StAR-luciferase reporter, LRH-1 transfected, 24 h; inhibition, % at 3.6 µM; 360,000 tested, 0.13% active; AID 602396;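 active = inhibition above the mean inhibition of all tested compounds plus 3 SD, cut at about 73% in these data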;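 note: 0% = DMSO wells and 100% = reporter-only cells lacking LRH-1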
# Target sequence (O00482 whole entry, looked up): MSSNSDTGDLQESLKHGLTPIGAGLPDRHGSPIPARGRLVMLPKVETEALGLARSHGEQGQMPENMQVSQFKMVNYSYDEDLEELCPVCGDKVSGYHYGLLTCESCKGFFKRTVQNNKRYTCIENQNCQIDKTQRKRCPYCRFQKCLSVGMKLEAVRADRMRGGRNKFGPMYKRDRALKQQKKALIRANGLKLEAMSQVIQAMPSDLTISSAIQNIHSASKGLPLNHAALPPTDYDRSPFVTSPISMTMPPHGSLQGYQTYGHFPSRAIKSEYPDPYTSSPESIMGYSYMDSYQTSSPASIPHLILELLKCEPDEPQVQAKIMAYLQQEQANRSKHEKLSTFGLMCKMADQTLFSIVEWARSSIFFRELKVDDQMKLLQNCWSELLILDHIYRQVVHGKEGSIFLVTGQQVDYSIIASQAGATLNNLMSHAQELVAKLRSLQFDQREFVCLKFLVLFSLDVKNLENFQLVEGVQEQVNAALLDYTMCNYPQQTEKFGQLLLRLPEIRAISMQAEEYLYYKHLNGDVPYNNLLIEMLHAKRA
# NCOA1 inh: inhibitors of human steroid receptor coactivator 1 (SRC1); Q15788; HEK293 GAL4-SRC1 luciferase reporter, luminescence; inhibition, % at 3.6 µM; 360,000 tested, 0.12% active;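 active = inhibition above the campaign mean plus 3 SD, with each screening campaign given its own cutoff, cut at about 60% in these data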;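 note: 0% = DMSO treated cells and 100% = gossypol at 36 µM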
# NCOA2 inhibitor: inhibits human steroid receptor coactivator 2. Q15596. inhibition, % at 9 µM. AID 651957. 370,000 tested, 0.17% active. HEK293 GAL4-SRC2 luciferase reporter, luminescence;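 active = inhibition above the mean inhibition of all tested compounds plus 3 SD, set per campaign, cut at about 52% in these data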;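 note: 0% = DMSO treated cells and 100% = cells given Gossypol at 36 µM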
# NCOA3 inh: human NCOA3 inhibition | Q9Y6Q9 | HEK293 GAL4-SRC3 luciferase reporter, luminescence | inhibition, % at 3.6 µM | 360,000 tested, 0.17% active;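 active = inhibition above a per-campaign cutoff, the mean of all compounds plus 3 SD, cut at about 60% in these data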;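 note: 0% = DMSO-treated cells and 100% = gossypol-treated cells at 36 µM; higher means less SRC3-driven luciferase light from the GAL4 reporter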
# Granule exo inh: lytic granule exocytosis inhibition | TALL-104 LAMP-1 surface exposure, flow cytometry; cells stimulated with thapsigargin and PMA | inhibition, % at 10 µM | 360,000 tested, 0.66% active | AID 651702;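 active = inhibition above about 55%, limit read from the data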
# ABHD5-PLIN5 inh: inhibitors of human ABHD5-perilipin-5 interaction; 360,000 tested, 0.78% active; Q00G26+Q8WTS1; inhibition, % at 4 µM; Split G. princeps luciferase complementation, luminescence, 4 h;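 active = inhibition above the mean inhibition across every tested compound plus 3 SD, cut at about 22% in these data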;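 note: 0% = DMSO only wells and the 100% control is not disclosed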
# TWEAK-Fn14 inh: inhibitors of TWEAK-Fn14 interaction signaling; TWEAK-stimulated Fn14 reporter cells, luciferase luminescence, 8 h; inhibition, % at 10 µM; 360,000 tested, 2% active; in the data active = inhibition above about 50%
# TROY signal inh: TROY signaling inhibition. inhibition, % at 10 µM. 360,000 tested, 0.98% active. Q293 LMP1-TROYcd NF-kB luciferase reporter, 4 h;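 active = compounds whose plate-normalised and pattern-corrected inhibition of the luciferase reporter signal at the single screening dose is 50% or more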
# NR2F2 inh: NR2F2 (human) inhibition, primary screen. AID 686940. HEK293T NGFI-A luciferase reporter, luminescence. inhibition, % at 8.6 µM. 370,000 tested, 0.7% active;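 active = inhibition above a per-plate cutoff, mean inhibition of test wells between control levels plus 3 SD, cut at about 38% in these data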;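 note: cells cotransfected with COUP-TFII expression vector driving the NGFI-A reporter; 0% = median of COUP-TF2 test wells and 100% = reporter-only cells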
# Target sequence (P24468 whole entry, looked up): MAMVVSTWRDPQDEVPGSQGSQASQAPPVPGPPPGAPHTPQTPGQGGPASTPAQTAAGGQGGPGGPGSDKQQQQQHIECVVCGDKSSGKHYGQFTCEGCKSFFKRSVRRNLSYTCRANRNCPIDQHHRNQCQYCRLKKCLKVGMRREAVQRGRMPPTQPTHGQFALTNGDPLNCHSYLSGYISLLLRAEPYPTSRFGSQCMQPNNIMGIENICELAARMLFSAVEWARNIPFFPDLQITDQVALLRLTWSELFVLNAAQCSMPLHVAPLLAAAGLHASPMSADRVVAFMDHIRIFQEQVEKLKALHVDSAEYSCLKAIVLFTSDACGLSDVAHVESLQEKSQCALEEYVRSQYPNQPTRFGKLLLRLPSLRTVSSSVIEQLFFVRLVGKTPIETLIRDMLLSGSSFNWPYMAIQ
# TLR9-MyD88 inh: blocks human TLR9 binding to MyD88; CHO BLA complementation TLR9-MyD88, CCF4 FRET ratio; 340,000 tested, 0.21% active; inhibition, % at 4.98 µM; AID 504734; Q9NR96+Q99836;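 active = inhibition above the mean over all tested compounds plus 3 SD, cut at about 21% in these data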;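 note: 0% = DMSO only wells and 100% = clavulanate BLA inhibitor control wells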
# NOD2-RIPK2 inh: NOD2-RIPK2 protein interaction inhibition | O43353 | CHO BLA complementation NOD2-RIPK2, CCF4 ratio | inhibition, % at 4.98 µM | 360,000 tested, 0.38% active; in the data active = inhibition above about 21%;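 note: 0% = vehicle only and 100% = reference blocker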
# The depositor's hits bear a star; / = not tested or not shown. Only part of the results is shown; rates above refer to the full screens.
# Results follow in this order: NR5A2 inv ag | TWEAK-Fn14 inh | ABHD5-PLIN5 inh | TROY signal inh | NCOA3 inh | TLR9-MyD88 inh | NCOA2 inhibitor | NR2F2 inh | Granule exo inh | NCOA1 inh | NOD2-RIPK2 inh
CCCN(CC(=O)Nc1ccccc1C)C(=O)c1ccc2c(c1)S(=O)(=O)N=C1CCCCCN12
 : -6 | 5 | 6 | 3 | 1 | -12 | 6 | 2 | 4 | -5 | -9
O=C(NCc1ccc2c(c1)OCO2)c1ccc(=O)[nH]c1
 : 12 | 7 | 4 | 0 | 15 | 1 | 3 | 15 | -2 | -11 | -3
O=C(O)c1ccc(NC(=O)c2cccc(NC(=O)c3cccs3)c2)cc1
 : -2 | 8 | 9 | -17 | -7 | 2 | / | / | -5 | -15 | -8
COc1cc(C(=O)Nc2cc(C(F)(F)F)ccc2N2CCOCC2)ccc1OCC(=O)N1CCOCC1
 : 6 | -16 | 3 | 1 | 9 | 0 | 8 | -15 | -8 | -17 | -1
COc1ccc(C)cc1NCC(=O)Nc1ccc(C(C)(C)C)cc1
 : 3 | 12 | -1 | -11 | -12 | -8 | -21 | -20 | 1 | -6 | 3
Cc1c(C2N3CC4(C)CN2CC(C)(C3)C4=O)c2ccccc2n1C (stereo not given)
 : 8 | 2 | 7 | -9 | -3 | 3 | -4 | 16 | 0 | -8 | -2
CCOC(=O)/C=c1\s/c(=C\c2ccc3c(c2)OCCO3)c(=O)n1CC(=O)NCC1CCCO1 (stereo not given)
 : -3 | 12 | -4 | -26 | -37 | 2 | -17 | -16 | 2 | -10 | 5
Cc1cc2c(cc1S(=O)(=O)CCC(=O)N(C)Cc1ccccc1)OCC(=O)N2
 : 4 | -13 | 2 | -2 | -17 | -3 | -3 | 10 | 1 | -22 | 4
Fc1ccc(/C=N/Nc2nnnn2-c2ccccc2)cc1
 : 8 | -5 | -7 | -6 | 8 | -8 | -1 | -34 | 2 | 2 | -1
COc1ccc(-c2nc(CN3CCC(c4ccccc4)CC3)c(C)o2)cc1OC
 : 10 | -15 | 0 | 1 | 13 | 0 | 14 | 18 | 9 | -5 | 4
COc1ccc(-c2cc(C(=O)OCC(=O)NC3CC3)c3ccccc3n2)cc1OC
 : 21 | -12 | -5 | -28 | 4 | -8 | -12 | 7 | -7 | 1 | -9
COc1ccc2ccc(OCC(=O)N3c4ccccc4NC(=O)CC3C)cc2c1 (stereo not given)
 : -1 | 15 | -12 | 0 | 4 | -3 | -1 | -3 | 4 | -9 | -3
CC(=O)c1cccc(N(CC(=O)NC2CCCCC2)C(=O)CCC(=O)Nc2nc(C)cs2)c1
 : 4 | 28 | -13 | -7 | 14 | -5 | -5 | 9 | 7 | 12 | 5
CCCCOC(=O)n1c(=S)oc2cc(Cl)ccc21
 : -54 | -31 | -18 | -18 | -9 | -5 | -68 | -27 | -2 | -33 | -1
CCN(C(=O)c1ccnc(C(C)(C)C)c1)c1ccccc1
 : -4 | -14 | 5 | 19 | -16 | -5 | -6 | 1 | -1 | -23 | 0
Cc1cc(-c2ccc3c(c2)COc2c4ccccc4nn2-3)on1
 : -158 | -12 | 10 | -19 | -79 | -1 | -24 | -23 | 23 | -99 | 3
S=C(S)N1CCCC1
 : 21 | -21 | 14 | -9 | 16 | 8 | -15 | -6 | -2 | 12 | -18
CC(=O)c1c(Cl)nc2ccc(Br)cc2c1-c1ccccc1
 : -2 | -5 | -4 | -1 | 10 | -4 | -14 | 10 | -2 | 5 | -6
CN(CCO)CCOCCOc1cccc2ccccc12
 : -1 | -8 | 10 | -6 | -11 | 7 | 14 | -4 | -1 | -10 | -7
CCCc1nc2ccccc2n1C(=S)SC
 : 5 | 4 | 0 | 9 | 6 | -13 | -5 | -3 | -2 | -1 | 8

# In another format: entries from further up
canonical_smiles	NR5A2 inv ag	TWEAK-Fn14 inh	ABHD5-PLIN5 inh	TROY signal inh	NCOA3 inh	TLR9-MyD88 inh	NCOA2 inhibitor	NR2F2 inh	Granule exo inh	NCOA1 inh	NOD2-RIPK2 inh
COc1ccc(C)cc1NCC(=O)Nc1ccc(C(C)(C)C)cc1	3	12	-1	-11	-12	-8	-21	-20	1	-6	3
Cc1c(C2N3CC4(C)CN2CC(C)(C3)C4=O)c2ccccc2n1C (stereo not given)	8	2	7	-9	-3	3	-4	16	0	-8	-2
CCOC(=O)/C=c1\s/c(=C\c2ccc3c(c2)OCCO3)c(=O)n1CC(=O)NCC1CCCO1 (stereo not given)	-3	12	-4	-26	-37	2	-17	-16	2	-10	5
Cc1cc2c(cc1S(=O)(=O)CCC(=O)N(C)Cc1ccccc1)OCC(=O)N2	4	-13	2	-2	-17	-3	-3	10	1	-22	4
Fc1ccc(/C=N/Nc2nnnn2-c2ccccc2)cc1	8	-5	-7	-6	8	-8	-1	-34	2	2	-1
COc1ccc(-c2nc(CN3CCC(c4ccccc4)CC3)c(C)o2)cc1OC	10	-15	0	1	13	0	14	18	9	-5	4
COc1ccc(-c2cc(C(=O)OCC(=O)NC3CC3)c3ccccc3n2)cc1OC	21	-12	-5	-28	4	-8	-12	7	-7	1	-9
COc1ccc2ccc(OCC(=O)N3c4ccccc4NC(=O)CC3C)cc2c1 (stereo not given)	-1	15	-12	0	4	-3	-1	-3	4	-9	-3
CC(=O)c1cccc(N(CC(=O)NC2CCCCC2)C(=O)CCC(=O)Nc2nc(C)cs2)c1	4	28	-13	-7	14	-5	-5	9	7	12	5
CCCCOC(=O)n1c(=S)oc2cc(Cl)ccc21	-54	-31	-18	-18	-9	-5	-68	-27	-2	-33	-1
CCN(C(=O)c1ccnc(C(C)(C)C)c1)c1ccccc1	-4	-14	5	19	-16	-5	-6	1	-1	-23	0
Cc1cc(-c2ccc3c(c2)COc2c4ccccc4nn2-3)on1	-158	-12	10	-19	-79	-1	-24	-23	23	-99	3

# Additional results
# Results follow in this order: NR5A2 inv ag | TWEAK-Fn14 inh | ABHD5-PLIN5 inh | TROY signal inh | NCOA3 inh | TLR9-MyD88 inh | NCOA2 inhibitor | NR2F2 inh | Granule exo inh | NCOA1 inh | NOD2-RIPK2 inh
COC(=O)C(NC(=O)C(C)NC(=O)OCc1ccccc1)C(C)C (stereo not given)
 : -2 | 17 | -2 | -16 | -5 | -5 | 5 | 4 | 5 | -4 | -4
NC(=O)c1ccccc1NC(=O)CCCc1ccccc1
 : -36 | -16 | 1 | -35 | -9 | -2 | -30 | 12 | 14 | 21 | 1
C/C(=N\OCC(=O)Nc1ccccc1C(=O)O)c1cccs1
 : -30 | -16 | 0 | -57 | -42 | 5 | -45 | -4 | -1 | -29 | -6
COc1ccc(S(=O)(=O)N2CC=C(C(=O)Nc3ccc(NC(C)=O)cc3)CC2)cc1
 : 10 | -7 | 0 | 22 | -11 | -10 | 7 | -24 | -2 | -2 | 1
CCc1ccc(S(=O)(=O)N/N=C\c2ccc3c(c2)OCO3)cc1
 : 15 | -4 | -1 | -12 | 7 | 1 | 26 | -17 | -12 | 2 | -12
O=C(c1cccs1)N1CCN(Cc2cccnc2)CC1
 : 16 | 7 | 9 | -27 | 3 | 2 | 2 | -5 | -4 | 5 | 0
C/C(=N\NC(=O)C(N)=O)c1cccc(C(F)(F)F)c1
 : 4 | 11 | -2 | 2 | 7 | 3 | -12 | -19 | 0 | -13 | 3
COC(=O)c1oc2ccccc2c1-n1cccc1
 : 17 | -9 | 6 | -7 | 6 | -9 | -12 | -4 | -1 | 9 | 0
O=C(NC(Cc1nn[nH]n1)C(=O)OCc1ccccc1)OCc1ccccc1 (stereo not given)
 : 25 | -7 | 4 | -10 | 8 | -4 | -19 | 17 | -3 | -24 | 0
COc1cc(C2C(C#N)=C(C)NC3=C2C(=O)CC(C)(C)C3)ccc1OCCO (stereo not given)
 : -6 | 27 | -4 | / | 3 | -6 | 9 | -2 | -1 | -9 | -5
CCOc1c(C)cnc2c1c(=O)n(Cc1cccc(Cl)c1)c(=O)n2C
 : 4 | -7 | -12 | 3 | 6 | -14 | 8 | -6 | -6 | 17 | 7
CCOc1ncccc1C(=O)OCC(=O)Nc1c(C)cccc1C
 : 17 | -4 | 0 | 8 | 12 | -10 | -6 | 4 | 4 | 11 | -4
C=CCN(Cc1ccco1)S(=O)(=O)c1ccc(Cl)cc1
 : 9 | 1 | 3 | 18 | 7 | -9 | -36 | -15 | -2 | -20 | -2
Cc1nn(-c2ccccc2)c(C)c1C(=O)OCC(=O)N(C)C1CCS(=O)(=O)C1 (stereo not given)
 : -42 | 6 | 1 | 27 | -52 | 1 | -17 | -32 | 4 | -20 | -2
O=c1o[nH]c(-c2ccccc2)c1N=Nc1c(F)cccc1Cl
 : -3 | 8 | -3 | 48 | 9 | 8 | -11 | -8 | 6 | -1 | 10
Cc1ccc(-n2c3c(c(O)c(-c4ccccc4)c2=O)C(=O)CC(C)(C)C3)cc1
 : -10 | -6 | 2 | -4 | 13 | 3 | -16 | 6 | -2 | -1 | -2
O=C(Nc1cccc2nsnc12)c1ccc(-c2ccc(Br)cc2)o1
 : 3 | 9 | 8 | 4 | -5 | -2 | -33 | -6 | 9 | -9 | -5
Cc1cccc(-n2ncc3c2CCCC3NC(=O)Cc2c(C)noc2C)c1C (stereo not given)
 : 28 | 18 | 3 | 8 | -11 | -14 | 16 | 42* | 0 | 1 | 4
CN(CC(=O)Nc1ccc(S(N)(=O)=O)cc1)c1ccccc1
 : -30 | 10 | 0 | 7 | -1 | -9 | 4 | 7 | -3 | -17 | 9
Cn1c2c(c(=O)[nH]c1=O)C(c1cccc(O)c1)C1=C(N2)c2ccccc2C1=O (stereo not given)
 : -10 | -267 | 7 | -88 | 54 | -4 | -25 | 0 | 4 | 32 | 4
NC(=O)COC(=O)c1cccc(S(=O)(=O)N2CCN(c3ccc(F)cc3)CC2)c1
 : 15 | 6 | 4 | 14 | -14 | -7 | -6 | 1 | 2 | -5 | -13
COc1ccc(N(C(=O)CNC(=O)c2ccco2)C(C(=O)NC2CCCC2)c2ccncc2)cc1 (stereo not given)
 : -15 | 0 | 2 | -15 | 14 | 11 | -2 | 17 | -1 | -22 | -11

# 3 entries from above, sorted by count of non-hydrogen atoms, low to high:
# Results follow in this order: NR5A2 inv ag | TWEAK-Fn14 inh | ABHD5-PLIN5 inh | TROY signal inh | NCOA3 inh | TLR9-MyD88 inh | NCOA2 inhibitor | NR2F2 inh | Granule exo inh | NCOA1 inh | NOD2-RIPK2 inh
CCN(C(=O)c1ccnc(C(C)(C)C)c1)c1ccccc1
 : -4 | -14 | 5 | 19 | -16 | -5 | -6 | 1 | -1 | -23 | 0
CCc1ccc(S(=O)(=O)N/N=C\c2ccc3c(c2)OCO3)cc1
 : 15 | -4 | -1 | -12 | 7 | 1 | 26 | -17 | -12 | 2 | -12
COc1ccc2ccc(OCC(=O)N3c4ccccc4NC(=O)CC3C)cc2c1 (stereo not given)
 : -1 | 15 | -12 | 0 | 4 | -3 | -1 | -3 | 4 | -9 | -3
